Pf growth 96h = inhibits malaria parasite growth, 96 h; AID 504834; actives 6.9% (n = 320,000); P. falciparum luciferase reporter growth, 96 h; Potency, µM (top dose mostly 28.7 µM), inactives show top-dose activity change, negative = inhibition, most hits filed as inhibitors; also: potency is read from the fitted curve at half-maximal effect; % is scaled to controls: 0 for no effect and ±100 for the full control effect
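Parasite growth measured via integrated firefly luciferase reporter in P. falciparum. Infected erythrocytes at 2% hematocrit, 0.05% parasitemia final were treated 96 hours at 37 C under 5% CO2, and luminescence was read.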
CHX counter = counter-screen hit for Shiga toxin inhibitors, cycloheximide | cell reporter, cycloheximide protein synthesis inhibition counterscreen | max response, % | actives 12% (n = 300,000) | AID 2314; in the data active = max response mostly above about 13%, no sharp cut-off; inactive = mostly below about 14%; also: read at 38.3 µM for the half of the compounds with a filed dose; 0% is about no effect
Tb PYK inh = blocks Trypanosoma brucei pyruvate kinase; TbPYK enzyme, Kinase-Glo Plus ATP luminescence, 45 min; Potency, µM (titrated, usually from 76.8 µM), for the others: at the highest dose activity, negative = inhibition, hits mostly inhibitors; actives 0.12% (n = 410,000); AID 624173; also: potency is read from the fitted curve at half-maximal effect; % is scaled to controls: 0 for no effect and ±100 for the full control effect; nearly all actives have a fitted effect of over 50% in size
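Activity of T. brucei pyruvate kinase was followed by Kinase-Glo Plus luminescence after the enzyme reacted 45 min at room temperature with 130 uM ADP (final) and substrate. Test compounds were added before ADP at multiple concentrations.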
Shiga toxin inh = blocks Shiga toxin action in Vero cells; Vero cells, Shiga toxin protein synthesis inhibition reporter; inhibition, % at 38.7 µM; actives 9.2% (n = 290,000); AID 2315; in the data active = inhibition mostly above about 28%, no sharp cut-off; inactive = mostly below about 43%; also: 0% is about no effect
Pf growth 48h = P. falciparum growth inhibition at 48 hours (one generation); P. falciparum luciferase growth in erythrocytes, 48 h; Potency, µM (top dose mostly 28.7 µM), for the others: top-dose activity change, negative = inhibition, actives largely listed as inhibitors; actives 5.9% (n = 310,000); AID 504832; also: potency is read from the fitted curve at half-maximal effect; % is scaled to controls: 0 for no effect and ±100 for the full control effect
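Read-out is firefly luciferase luminescence from an integrated reporter in P. falciparum, so falling signal marks reduced parasite growth. Infected erythrocytes were at 2% hematocrit and 0.1% parasitemia (final) in Albumax-supplemented RPMI 1640.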
LmPK inh = blocks Leishmania mexicana pyruvate kinase activity | Q27686 | purified LmPK, Kinase-Glo ATP luminescence, 1 h | Potency, µM (doses to about 57.5 µM), without a hit: top-dose activity change, negative = inhibition, usual class: inhibitors | actives 0.37% (n = 290,000) | AID 1721; also: potency is read from the fitted curve at half-maximal effect; % is scaled to controls: 0 for no effect and ±100 for the full control effect
Target sequence (Q27686 whole entry, looked up): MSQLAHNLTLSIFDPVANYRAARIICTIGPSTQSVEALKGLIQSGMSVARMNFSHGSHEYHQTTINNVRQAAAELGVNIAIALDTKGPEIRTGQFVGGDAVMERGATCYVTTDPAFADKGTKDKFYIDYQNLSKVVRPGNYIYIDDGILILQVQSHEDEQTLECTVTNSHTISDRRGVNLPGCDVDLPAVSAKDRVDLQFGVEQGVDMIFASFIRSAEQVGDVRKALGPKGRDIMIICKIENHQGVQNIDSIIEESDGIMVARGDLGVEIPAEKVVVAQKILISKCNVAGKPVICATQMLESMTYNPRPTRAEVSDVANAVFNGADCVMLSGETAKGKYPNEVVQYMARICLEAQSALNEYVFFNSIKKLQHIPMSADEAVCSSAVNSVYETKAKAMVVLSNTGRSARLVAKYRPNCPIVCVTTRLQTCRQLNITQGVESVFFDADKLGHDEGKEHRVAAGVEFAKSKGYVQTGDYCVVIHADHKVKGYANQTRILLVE
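Screened at intermediate enzyme activity to detect both inhibitors and activators: LmPK at 0.1 nM, with a 0.5 nM enzyme column as activation reference. PEP 0.5 mM, ADP 0.1 mM; ATP detected by luminescence after 1 h.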
AMA1 RON2 block = inhibitors of Plasmodium falciparum AMA1-RON2 interaction; AID 720542; AlphaScreen AMA1-biotinylated RON2 peptide binding; actives 0.2% (n = 360,000); Potency, µM (doses to about 58.2 µM), inactives show at the top dose activity change, negative = inhibition, usual class: inhibitors;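 also: potency is read from the fitted curve at half-maximal effect; 0% = vehicle wells and -100% = peptide control; nearly all actives have a fitted effect of over 45% in size; some results filed as inactive show a strong effect at the top dose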
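AMA1 (3D7) with his tag at 25 nM final met compounds first, then biotinylated RON2 peptide at 25 nM; detection used donor plus acceptor beads, 10 µg/mL apiece, read by AlphaScreen after 30 min at room temperature.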
Starred values were filed as active, the others as inactive; ? = inconclusive; nt = no result given; [ ] = remark or other dose. Unless noted, calls follow the shape of the dose curve; as a rule, active = well fitted curve in the direction sought with a large enough effect; inconclusive = small, poorly fitted or top-dose-only effect, or another doubt; inactive = no such curve, though single readings can be large; an effect the other way counts as inactive or inconclusive.

SMILES | Pf growth 96h | CHX counter | Tb PYK inh | Shiga toxin inh | Pf growth 48h | LmPK inh | AMA1 RON2 block
CCOc1ccc2nc3cc(NCc4ccc(OC)cc4)ccc3c(N)c2c1 | 2.6µM* | 2 | -11% | -5 | 2.3µM* | -4% | 0%
Cc1cc(NC2CCCCC2)nc(-c2ccccc2O)n1 | 20% | 15* | 4% | 44 | ? | 4% | 14%
COc1ccc(CCN(C)C(=O)C(CCSC)NC(=O)c2ccco2)cc1OC (centres undefined) | -2% | nt | -6% | nt | 2% | nt | 2%
CC(C(=O)Nc1ccc2c(c1)OCCO2)N(C)CC(=O)Nc1ccccc1Br (centres undefined) | ? | nt | -2% | nt | ? | nt | 60%[activator]
CSC1=NCCN1C(=O)Cc1ccc(-c2ccccc2)cc1 | 55%[activator] | 20 | -3% | 42* | 26% | -2% | -20%
CC(C(=O)NCC1CCCO1)N(C(=O)c1snc(C(N)=O)c1N)c1ccccc1 (centres undefined) | ? | -1 | -9% | -3 | 0% | 1% | -6%
CCN(CC)C(=O)Cn1cc(C(=O)C(=O)N2CCN(c3ccccc3)CC2)c2ccccc21 | 0% | 4 | -1% | -2 | -6% | -13% | -4%
CCOC(=O)CC1C(=O)NCCN1C(=O)c1ccc(Cl)cc1 (centres undefined) | 35%[activator] | -3 | 0% | 17 | nt | 0% | -21%
Cc1ccc(C(=O)CC2(O)C(=O)N(C)c3ccccc32)s1 (centres undefined) | 39%[activator] | -1 | 5% | 23 | 16% | 3% | 0%
O=C(NC1CCCN(Cc2ccc(Cl)cc2)C1)c1cccc(N2CCCC2=O)c1 (centres undefined) | 71%[activator] | -2 | -4% | -30 | -13% | -11% | -1%
Cc1onc(-c2ccccc2)c1C(=O)N1CCN(c2ccccc2)CC1 | 1% | 2 | -1% | -35 | 3% | -4% | -13%
CCNc1nc(Oc2ccc(C(=O)OC)cc2)nc(N(C)C)n1 | ? | 4 | -2% | 9 | ? | -2% | 3%
Cc1c(C(=O)O)sc(=S)n1-c1ccc(Cl)cc1 | -5% | 0 | 2% | -3 | -9% | 3% | -5%
Cc1ccc(S(=O)(=O)N(C)C)cc1NC(=O)CN1c2cccc3cccc(c23)S1(=O)=O | ? | nt | -3% | nt | 13µM* | nt | 10%
OCCNc1nc2ccccc2n1-c1ccccc1 | nt | 0 | 4% | -25 | 7% | 2% | 6%

Overlap with the part before: six entries; new compounds follow.
SMILES | Pf growth 96h | CHX counter | Tb PYK inh | Shiga toxin inh | Pf growth 48h | LmPK inh | AMA1 RON2 block
O=C(NC1CCCN(Cc2ccc(Cl)cc2)C1)c1cccc(N2CCCC2=O)c1 (centres undefined) | 71%[activator] | -2 | -4% | -30 | -13% | -11% | -1%
Cc1onc(-c2ccccc2)c1C(=O)N1CCN(c2ccccc2)CC1 | 1% | 2 | -1% | -35 | 3% | -4% | -13%
CCNc1nc(Oc2ccc(C(=O)OC)cc2)nc(N(C)C)n1 | ? | 4 | -2% | 9 | ? | -2% | 3%
Cc1c(C(=O)O)sc(=S)n1-c1ccc(Cl)cc1 | -5% | 0 | 2% | -3 | -9% | 3% | -5%
Cc1ccc(S(=O)(=O)N(C)C)cc1NC(=O)CN1c2cccc3cccc(c23)S1(=O)=O | ? | nt | -3% | nt | 13µM* | nt | 10%
OCCNc1nc2ccccc2n1-c1ccccc1 | nt | 0 | 4% | -25 | 7% | 2% | 6%
CC(c1ccon1)N(C)C(=O)CCc1nnc(Cc2ccc(-c3ccccc3)cc2)o1 (centres undefined) | 26% | 16* | 1% | 40 | ? | 5% | 2%
CCN(CC)c1ccc(CNCc2cccs2)cc1 | -14% | 20* | 1% | 59 | 14% | -1% | ?
CC(C)C(=O)Nc1cccc(C(=O)NCc2ccc3c(c2)OCO3)c1 | 16% | -4 | -8% | 26 | 8% | 1% | -1%
COc1ccccc1-c1sc2cc3c(cc2c1C#Cc1ccccn1)OCO3 | ? | nt | 8% | nt | -19% | nt | 23%
CCOc1ccc2nc(NC(=O)CN3CCC(n4nnc5cc(F)ccc54)CC3)sc2c1 | 104%[activator] | 19 | -2% | 29 | ? | 1% | 34%[activator]
CCn1c(O)c(/C=C2\C=Nc3ccccc32)sc1=Nc1ccc(C)cc1 | -4% | -2 | -3% | 32 | ? | 0% | -4%
COc1ccc(S(=O)(=O)NCCc2cn3nc(C)c(C)nc3n2)cc1F | 36%[activator] | -2 | -4% | -1 | 23% | 10% | 3%
O=C(CCn1cnc2ccccc2c1=O)Nc1ccc(S(=O)(=O)N2CCCC2)cc1 | 12% | 1 | -7% | 4 | ? | 0% | 9%
Cc1cccc(CC(=O)Nc2ccc(C(=O)N3CCCCC3)cc2)c1 | ? | 14* | 2% | 20 | 24% | -6% | 3%
CCc1cccc(C)c1NC(=O)COC(=O)c1cc([N+](=O)[O-])ccc1N1CCOCC1 | 36%[activator] | nt | -3% | nt | ? | nt | -9%
CCc1ccc(CN2CCC(n3nccc3NC(=O)c3ccccc3)CC2)o1 | 10% | 7 | -4% | -5 | -18% | 0% | 16%
O=C(Nc1ccc2nccnc2c1)c1ccco1 | 86%[activator] | 36* | -5% | 98* | 59%[activator] | -16% | 13%
O=c1c2c(O)cc(O)cc2oc2ccc(O)c(O[C@@H]3O[C@H](CO)[C@@H](O)[C@H](O)[C@H]3O[C@H]3O[C@H](CO)[C@@H](O)[C@H](O)[C@H]3O)c12 | 1% | nt | -1% | nt | 0% | nt | 0%
Cc1ccc(N2C(=O)c3cccc4c(N)ccc(c34)C2=O)c2cccnc12 | ? | -5 | -3% | -4 | ? | 0% | -1%
COc1ccc(N(CC(=O)NCCSCc2cccc(Cl)c2)S(C)(=O)=O)cc1 | 42%[activator] | 10 | 0% | -3 | ? | 1% | -1%
CN(CCC1CCCCO1)C(=O)CCc1nnc(CCCCc2ccccc2)o1 (centres undefined) | 11% | 17* | -1% | 33 | -21% | 2% | -10%
CC1CCCN1CC#CC(O)(c1ccccc1)c1ccccc1 (centres undefined) | 0% | -3 | 2% | -16 | -5% | -1% | 0%
C/C(=N\NC(=O)C1CCCC1)c1ccc(Cl)cc1 | 19% | 41* | 4% | 52* | 35%[activator] | 1% | -9%
CCc1ccc(Nc2nnc(SCC(=O)NC(=O)c3cccn3C)s2)cc1 | 16% | 4 | -5% | 18 | 11% | -1% | 20%
CCOC(=O)c1cnc2ccc(Br)cc2c1NCC(C)O (centres undefined) | 70%[activator] | 1 | 10% | -10 | 11% | -5% | -8%
CCSc1oc(-c2cccs2)nc1S(=O)(=O)c1ccccc1 | -17% | 8 | -15% | 3 | -11% | 6% | 0%
O=c1c2ccccc2nc(SCc2nnc(-c3ccccc3Br)o2)n1Cc1ccco1 | nt | 17* | -4% | -9 | ? | 0% | 13%
CCOC(=O)c1cccc(P(=O)(C(C)(C)C)C(C)(C)C)c1 | -29% | -1 | 1% | 15 | -12% | 1% | 9%
CCN=c1scc(-c2ccco2)n1/N=C/c1ccc(OC)c(O)c1 | 119%[activator] | 54* | -3% | 139* | 17% | 0% | ?
Cc1ccc(N(Cc2cc3ccccc3[nH]c2=O)C(=O)c2cccs2)cc1C | ? | 1 | -3% | -13 | 12µM* | 3% | -2%
CCOc1ccc(CCNC(=O)COC(=O)C2=NNC(=O)CC2)cc1OCC | ? | nt | 1% | nt | ? | nt | 13%
O=C(c1ccc(Cl)c(S(=O)(=O)N2CCCCC2)c1)N1CCCC1 | 15% | 1 | 5% | -11 | -15% | 1% | -15%
Cc1ccc(-c2nc3ccccn3c2Nc2ccccc2)o1 | 31%[activator] | 1 | 6% | -1 | -24% | 0% | ?
O=C(NCCN1CCOCC1)c1ccc2c(c1)N(Cc1ccccc1)C(=O)CS2 | nt | -1 | -2% | -12 | -10% | 2% | -6%
COC/C=C/C1=CC2=CC(=O)C(C)(OC(=O)C3CCCC3)C(=O)C2=CO1 (centres undefined) | 54%[activator] | -2 | -6% | 3 | 45%[activator] | -7% | ?

Looked up above:
`O=C(NCCN1CCOCC1)c1ccc2c(c1)N(Cc1ccccc1)C(=O)CS2` @ LmPK inh: 2%
`COC/C=C/C1=CC2=CC(=O)C(C)(OC(=O)C3CCCC3)C(=O)C2=CO1` (centres undefined) @ Shiga toxin inh: 3
`CCSc1oc(-c2cccs2)nc1S(=O)(=O)c1ccccc1` @ LmPK inh: 6%
`CCc1ccc(Nc2nnc(SCC(=O)NC(=O)c3cccn3C)s2)cc1` @ AMA1 RON2 block: 20%
`CC1CCCN1CC#CC(O)(c1ccccc1)c1ccccc1` (centres undefined) @ CHX counter: -3

New compounds follow:
SMILES | Pf growth 96h | CHX counter | Tb PYK inh | Shiga toxin inh | Pf growth 48h | LmPK inh | AMA1 RON2 block
CCn1c(SCC(=O)NCc2ccccc2)nnc1-c1c[nH]c2ccccc12 | nt | 17 | 2% | -5 | -22% | -1% | -6%
CCN(CC)S(=O)(=O)c1cc(-c2nnc(-c3ccc(Br)cc3)o2)ccc1Cl | 3.3µM* | -3 | -12% | 19 | -2% | 9% | 2%
COc1ccc(OCCCC(=O)Nc2ncn[nH]2)cc1 | 36%[activator] | 4 | -8% | -11 | 13% | -6% | 52%[activator]
COc1cccc2c1OCC([C@@H]1C[C@H]3CN(Cc4cccc(Cl)c4)C(=O)[C@]34CCCN14)=C2 | 22% | -7 | -3% | 11 | ? | 6% | -24%
CC(NC(=O)c1ccccc1)C(=O)N/N=C/c1ccco1 (centres undefined) | 55%[activator] | 0 | 0% | 22 | 3% | 3% | 21%
Cc1cccc(NC(=O)CSc2nnc(-c3ccc(S(=O)(=O)N4CCCC4)cc3)o2)c1 | -16% | -2 | 0% | -3 | ? | -7% | 28%
O=c1[nH]cnc2nc3n(c12)CCCCC3 | nt | -4 | -4% | -11 | 6% | -6% | 6%
CCCCn1c(=O)c(C(=O)NC(C)c2ccccc2)c(O)c2ccccc21 (centres undefined) | ? | -2 | -3% | -5 | 0% | -3% | 1%
CC(=O)c1c(C)[nH]c(C(=O)COc2ccc(C#N)cc2)c1C | ? | -2 | 3% | -10 | -23% | 0% | -4%
COc1ccc(CCn2ccc(O)c(Cc3c(F)cccc3Cl)c2=O)cc1OC | ? | -1 | 4% | 11 | ? | 1% | -2%
O=C(Nc1ccccc1)c1cccc(C(F)(F)F)c1 | 3% | 11* | 26% | 33* | 42%[activator] | -4% | 14%
CS(=O)(=O)N(CC(=O)NCCSc1ccccn1)c1cccc2ccccc12 | 0% | 4 | -8% | 26 | 10% | 1% | -9%
CCn1c(C)cs/c1=N\S(=O)(=O)c1ccccc1 | 86%[activator] | nt | 2% | nt | 2% | nt | 16%
CCOc1cc(/C=N/NC(=O)c2cc3c(ccc4ccccc43)o2)ccc1O | ? | 11 | 27% | 16 | -2% | -5% | 37%[activator]

Full records from above. Order of values: Pf growth 96h	CHX counter	Tb PYK inh	Shiga toxin inh	Pf growth 48h	LmPK inh	AMA1 RON2 block
COc1ccc(OCCCC(=O)Nc2ncn[nH]2)cc1 in the list: 36%[activator]	4	-8%	-11	13%	-6%	52%[activator]
CC(NC(=O)c1ccccc1)C(=O)N/N=C/c1ccco1 (centres undefined) in the list: 55%[activator]	0	0%	22	3%	3%	21%
